Assay outcomes as filed in PubChem.
TRHR ag: activates the human TRH receptor. P34981. TRHR cells, calcium flux fluo-8, FDSS agonist mode. activation, % at 2 µM. 360,000 tested, 0.18% active. AID 493084; in the data active = activation above about 30%; note: 0% is about no effect
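In this calcium-flux screen, cells bearing human TRHR are dye-loaded with fluo-8, baselined for 10 cycles, then exposed to library compounds; positive kinetic calcium responses during the agonist phase mark hits, with TRH as control.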
USP1 inh: USP1/UAF1 (human) deubiquitinase inhibition | O94782 | recombinant USP1/UAF1, Ub-Rhodamine cleavage fluorescence | Potency, µM (series often up to 57.1 µM), without a hit: at the highest dose activity change, negative = inhibition, hits mostly inhibitors | 390,000 tested, 0.23% active | AID 743255; note: potency is the fitted concentration of half-maximal effect; % is set by controls: 0 for no effect and ±100 for the full control effect; nearly all actives have a fitted effect of over 60% in size; inactives centre near -12
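1 nM enzyme complex + cpd, 15 min RT; start with Ub-Rho 150nM final; kinetic fluorescence ex 480/em 540, 6 reads q60 s. Buffer 50mM HEPES pH 7.8, 0.5mM EDTA, 0.1 mg/ml BSA, 1mM TCEP, 0.01% Tween-20.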
Pin1 inh: human Pin1 inhibition; AID 504891; Pin1 FP peptide displacement, HiFluor488, 10 min; Q13526; 390,000 tested, 0.009% active; Potency, µM (doses to about 115 µM), inactives show at the top dose activity, negative = inhibition, usual class: inhibitors; active = well fitted inhibition curve with a large enough effect in the polarisation, with a control signal flat, not every such curve was filed as active; inconclusive = small, poorly fitted or top-dose-only effect, or effect the other way, or a change in a side signal; inactive = no such curve, though single readings can be large or run the other way; the % refers to the polarisation; note: potency is the fitted concentration of half-maximal effect; % is set by controls: 0 for no effect and ±100 for the full control effect
Target sequence (Q13526 whole entry, looked up): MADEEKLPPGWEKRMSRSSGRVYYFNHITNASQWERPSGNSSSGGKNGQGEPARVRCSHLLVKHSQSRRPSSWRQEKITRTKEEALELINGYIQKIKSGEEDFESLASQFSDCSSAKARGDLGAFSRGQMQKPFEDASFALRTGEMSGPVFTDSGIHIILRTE
rTrxR1 inhibitor: inhibitors of rat thioredoxin reductase 1; Potency, µM (titrated, usually from 114 µM), for inactives: top-dose activity change, negative = inhibition, hits mostly inhibitors; recombinant rTrxR1, NADPH fluorescence consumption, selenite substrate; 390,000 tested, 1% active; note: potency is the fitted concentration of half-maximal effect; % is set by controls: 0 for no effect and ±100 for the full control effect; nearly all actives have a fitted effect of over 65% in size
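Rat TrxR1 (90 nM in the dispensed reagent) was pre-reduced with 400 uM NADPH for 5 min at room temperature, then incubated with compound for 15 min. After 400 uM selenite was added, NADPH fluorescence (Ex 340/Em 450 nm) was followed for 8 min.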
TRHR PAM: TRH receptor (human) allosteric enhancement | P34981 | TRHR cells, fluo-8 calcium fluorescence, EC20 TRH enhancement | enhancement, % at 2 µM | 360,000 tested, 0.66% active | AID 493056; in the data active = enhancement above about 30%; note: 0% is about no effect
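TRHR-expressing cells loaded with fluo-8 calcium dye were read kinetically (ex 480/em 530) during compound addition, then stimulated with an EC20 of TRH (10 nM final). Enhancement of the Gq-mediated intracellular calcium response was scored.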
mIDH1 inhibitor: human IDH1 R132H inhibition | Potency, µM (highest dose often 76.6 µM), for inactives: at the highest dose activity change, negative = inhibition, actives largely listed as inhibitors | O75874 | AID 602179 | 390,000 tested, 0.093% active | IDH1-R132H enzyme, NADPH consumption, diaphorase/resazurin fluorescence; note: potency is the fitted concentration of half-maximal effect; % is set by controls: 0 for no effect and ±100 for the full control effect; nearly all actives have a fitted effect of over 65% in size
Target sequence (O75874 whole entry R132H, stated change not applied): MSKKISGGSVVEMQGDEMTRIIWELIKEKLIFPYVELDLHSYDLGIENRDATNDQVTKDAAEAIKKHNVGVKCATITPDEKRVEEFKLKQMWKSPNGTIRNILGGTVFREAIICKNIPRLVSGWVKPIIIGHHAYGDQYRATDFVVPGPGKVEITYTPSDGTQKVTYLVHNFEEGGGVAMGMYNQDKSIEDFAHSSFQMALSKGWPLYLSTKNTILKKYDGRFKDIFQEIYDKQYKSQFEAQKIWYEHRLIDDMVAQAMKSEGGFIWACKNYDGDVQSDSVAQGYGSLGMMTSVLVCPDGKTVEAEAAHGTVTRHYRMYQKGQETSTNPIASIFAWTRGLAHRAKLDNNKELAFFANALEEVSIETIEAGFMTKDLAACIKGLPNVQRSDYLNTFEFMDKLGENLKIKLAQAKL
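IDH1-R132H (0.5 ug/mL) preincubated 30 min with compound, then NADPH (0.016 mM) and alpha-KG (2 mM) added; 80 min at RT, pH 7.5. Remaining NADPH coupled via diaphorase/resazurin to fluorescence (540/590 nm); concentration-response curves normalized to no-enzyme control.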
D2 ag: agonists of human D2 dopamine receptor; activation, % at 2 µM; HEK293 T-REx D2 cells, calcium flux agonist mode; 340,000 tested, 0.53% active; P14416;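 active = activation over 3 SD above normal in the single-dose calcium agonist read, cut at about 30% in these data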; note: 0% is about no effect
Target sequence (P14416 whole entry, looked up): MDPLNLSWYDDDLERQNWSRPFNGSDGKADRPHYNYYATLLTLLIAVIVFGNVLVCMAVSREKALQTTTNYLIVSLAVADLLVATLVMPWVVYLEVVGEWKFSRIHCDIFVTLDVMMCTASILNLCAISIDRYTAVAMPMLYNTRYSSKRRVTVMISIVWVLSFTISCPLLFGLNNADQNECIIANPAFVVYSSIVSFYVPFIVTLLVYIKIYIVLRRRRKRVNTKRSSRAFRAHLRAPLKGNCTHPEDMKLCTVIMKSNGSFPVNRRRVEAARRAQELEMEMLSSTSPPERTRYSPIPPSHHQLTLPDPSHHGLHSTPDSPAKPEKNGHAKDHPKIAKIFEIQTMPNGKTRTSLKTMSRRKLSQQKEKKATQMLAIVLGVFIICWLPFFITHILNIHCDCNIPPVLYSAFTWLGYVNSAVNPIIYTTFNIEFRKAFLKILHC
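Agonism scored from kinetic calcium signal (1 read/sec, 180 s) following compound pin transfer, after a 10 s baseline. Cells: HEK293 Trex line expressing inducible D2 receptor coupled to calcium, dye-loaded after overnight culture at 30 C.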
D2 antag: D2 dopamine receptor (human) antagonism | inhibition, % at 10 µM | P14416 | AID 485344 | HEK293 TREx D2 cells, calcium flux, dopamine EC80 | 340,000 tested, 2% active; in the data active = inhibition above about 30%; note: 0% is about no effect
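Overnight-induced (tetracycline, 30 C) HEK293 T-REx cells carrying force-coupled D2 receive a no-wash calcium dye, then compound, then EC80 dopamine at 180 s; signals are read kinetically throughout.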
TrxR1 substrate: substrates of rat thioredoxin reductase 1 | O89049 | purified TrxR1 substrate turnover, NADPH consumption readout | Potency, µM (series often up to 114 µM), without a hit: at the top dose activity change, negative = substrate turnover | 390,000 tested, 0.01% active | AID 588456; note: potency is the fitted concentration of half-maximal effect; % is set by controls: 0 for no effect and ±100 for the full control effect; nearly all actives have a fitted effect of over 50% in size
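Rat TrxR1, dispensed at 90 nM, was prereduced with 400 uM NADPH (final) for 5 min at ~22 deg C, then incubated with compound 15 min before 400 uM selenite. A first-read NADPH fluorescence drop versus no-compound background flagged substrates.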
* marks the source's active call; other numbers are inactive results; ? = inconclusive; / = no result given; [ ] = remark or other dose. Unless noted, calls come from the whole dose curve; as a rule, active = well fitted inhibition curve with a large enough effect; inconclusive = small, poorly fitted or top-dose-only effect; inactive = no such curve, though single readings can be large or run the other way. A portion of the library; the hit share may differ from the screen's.

SMILES	TRHR ag	USP1 inh	Pin1 inh	rTrxR1 inhibitor	TRHR PAM	mIDH1 inhibitor	D2 ag	D2 antag	TrxR1 substrate
Cc1cccc(N2C(=O)c3cccc4c(N(C)CCO)ccc(c34)C2=O)c1	-0.7	28µM*	?	-18%[57.1 µM]	-4	6%	0.0	7	21%[57.1 µM]
O=C(NC(=S)Nc1ccc(CN2CCOCC2)cc1)c1cccc([N+](=O)[O-])c1	1.2	-19%	-14%	3%[57.1 µM]	-1	5%	1.8	2	-19%[57.1 µM]
CCOC(=O)c1c(NC(=O)COC(=O)c2ccc(C)s2)sc2c1CC(C)(C)NC2(C)C	-0.3	-4%	-2%	21%	9	8%	0.0	-15	2%
COc1ccc(CNC(=O)Cc2csc(Nc3nc(=S)[nH]c4ccccc34)n2)cc1	1.6	-3%	19%	-13%	-4	-2%	1.4	-11	-11%
O=C(NCCC1CCCCN1S(=O)(=O)c1ccc(F)cc1)C(=O)NC1CC1 (centres undefined)	0.1	-14%	-6%	2%	-1	-1%	-0.4	4	0%
O=C(CSc1nnc(-c2cccnc2)n1C1CCCCC1)NC1CCCCC1	0.0	-9%	-2%	19%	11	-2%	0.3	-4	0%
COCCCn1c(SCC(=O)N(C)C)nnc1-c1ccccc1	0.0	5%	2%	15%	1	8%	-0.1	8	6%
CN(CC(=O)Nc1cccc(F)c1)C(=O)c1cn(-c2ccccc2)nc1-c1cccs1	/	-7%	18%	7%	/	-5%	/	/	-2%
O=C(Nc1ncc(Br)s1)C(Cc1ccccc1)n1cccc1 (centres undefined)	4.0	-8%	0%	-26%[57.1 µM]	-5	-6%	3.0	18	-4%[57.1 µM]
Cc1ccc(S(=O)(=O)N2CCCCC2)cc1NC(=O)c1nn(C)c(=O)c2ccccc12	-0.2	-18%	-3%	-2%[57.1 µM]	1	-2%	-0.4	-15	-1%[57.1 µM]
Cn1cc(CCC(=O)NCc2ccc3c(c2)OCO3)c2ccccc21	0.1	-12%	-5%	16%	0	7%	0.0	21	8%
O=C(COC(=O)CCC1CCCC1)Nc1ccc(Cl)cc1F	-0.1	-4%	2%	-3%	2	1%	-0.6	-16	0%
O=C(Cn1cc(S(=O)(=O)Cc2cccc(Cl)c2)c2ccccc21)NCc1ccccc1Cl	1.2	-1%	-7%	2%	8	-2%	/	/	-10%
Cc1cccc(OCC(=O)Nc2nccs2)c1C	0.0	-26%	-4%	11%	-15	4%	-0.7	-25	3%
CC(=O)c1ccc(NC(=S)N2CCCC(C(F)(F)F)C2)cc1 (centres undefined)	0.0	-16%	1%	13%[57.1 µM]	-8	4%	0.8	-25	7%[57.1 µM]
CCN(CC)S(=O)(=O)c1ccc2c(c1)c(=O)c(C(=O)NCc1ccc3c(c1)OCO3)cn2C	-0.9	/	/	/	-12	/	-0.5	5	/
CC(C)(C)NC(=O)Nc1nnc(SCC(=O)NC2CCCCC2)s1	1.0	-19%	-10%	13%	-2	3%	0.0	4	4%
Cc1ccc(Cc2c(C)nc3nc(SCC(=O)NCCCN4CCCC4)nn3c2C)cc1	0.4	?	-2%	12%	11	-11%	0.0	5	10%
CCOc1ccccc1CNC(=O)c1cnn(-c2ccc(C)cc2)c1-n1cccc1	-0.5	10%	?	-15%	4	-5%	-0.3	/	-17%
CC(=O)Nc1ccc(NC(=O)COC(=O)C2CCCCC2)cc1	/	-20%	4%	7%	/	-5%	/	/	2%
COc1cc(OC)cc(C(=O)NCCc2csc(-c3cccc(C)c3)n2)c1	-0.9	?	61%[activator]	19%[57.1 µM]	3	-1%	0.8	/	7%[57.1 µM]
CCN(C(=O)CCS(=O)(=O)c1ccc2c(c1)CCN2C(C)=O)c1cccc(C(F)(F)F)c1	-1.3	-25%	5%	11%	-4	-6%	-0.6	/	-5%
Cc1onc(-c2c(Cl)cccc2Cl)c1C(=O)N1CCCCC1	0.7	-1%	-3%	10%	-1	0%	1.4	-11	-1%
Cc1ccc(S(=O)(=O)N(C)C)cc1NC(=O)CN1C(=O)NC2(CCCCCC2)C1=O	0.1	-1%	1%	6%	0	0%	1.5	-12	-2%
COc1ccccc1/C=C/C(=O)NCc1cccnc1	-0.7	-2%	1%	-1%	-2	1%	-1.1	2	11%
CCc1nnc(NC(=O)c2nc(SCc3cccc(C)c3)ncc2Cl)s1	0.1	-2%	0%	-4%	-5	-8%	-0.8	/	-8%
Cc1c(/C=N\NC(=O)C2COc3ccc(C(C)(C)C)cc3O2)c2ccccc2n1C (centres undefined)	0.9	-14%	3%	-3%	-24	-6%	1.2	58*	-13%
O=C(O)c1ccccc1/C=N/NC(=S)NCc1ccccc1	2.6	-7%	0%	-12%	-5	4%	0.1	9	-10%
COCCn1c(Cc2ccccc2)nnc1SCC(=O)N1CCCCC1C (centres undefined)	-0.1	-12%	0%	6%	-1	2%	0.0	-2	2%
O=C(Nc1cc(S(=O)(=O)N2CCCCC2)ccc1Cl)C1=NN(c2ccccc2)C(=O)CC1	0.0	-23%	-1%	20%	2	0%	-0.2	-2	28%

Grouped by structure: those above containing a tert-butyl group
SMILES	TRHR ag	USP1 inh	Pin1 inh	rTrxR1 inhibitor	TRHR PAM	mIDH1 inhibitor	D2 ag	D2 antag	TrxR1 substrate
CC(C)(C)NC(=O)Nc1nnc(SCC(=O)NC2CCCCC2)s1	1.0	-19%	-10%	13%	-2	3%	0.0	4	4%
Cc1c(/C=N\NC(=O)C2COc3ccc(C(C)(C)C)cc3O2)c2ccccc2n1C (centres undefined)	0.9	-14%	3%	-3%	-24	-6%	1.2	58*	-13%

Remaining list, next part.
SMILES	TRHR ag	USP1 inh	Pin1 inh	rTrxR1 inhibitor	TRHR PAM	mIDH1 inhibitor	D2 ag	D2 antag	TrxR1 substrate
CN(Cc1ccccc1F)C(=O)CN1c2cccc3cccc(c23)S1(=O)=O	-0.1	-5%	1%	-2%	10	0%	-1.5	-3	16%
COc1ccc(CNc2nc(C)c([N+](=O)[O-])c(C)c2C#N)cc1	0.3	-1%	0%	?	2	3%	-0.5	-13	-13%
Cc1noc(C)c1C(=O)OCC(=O)Nc1cc(S(=O)(=O)N2CCOCC2)ccc1Cl	0.1	/	/	/	-6	/	1.7	16	/
O=C1c2ccccc2C(=O)C1c1ccccn1	0.4	-7%	-5%	-8%	6	3%	0.3	4	-7%
O=C1NCCN(Cc2c(F)cccc2Cl)C1CC(=O)N1CCCO1 (centres undefined)	-0.8	-19%	-5%	-27%[57.1 µM]	0	-9%	-0.2	-3	15%[57.1 µM]
O=C(NCCN1CCOCC1)C1CCC(=O)N1C1CCCCC1 (centres undefined)	0.1	-1%	-3%	0%	0	5%	0.7	-7	1%
C=CCN(c1ccc(C(=O)Nc2ccc(NC(C)=O)cc2)cc1)S(C)(=O)=O	0.4	-13%	5%	21%[57.1 µM]	3	-5%	0.6	10	5%
COc1ccc(NC(=O)C2(N(C(=O)Cn3nnnc3N)c3ccc(OC)cc3)CCCCC2)cc1	-0.6	-6%	2%	-3%	3	6%	-0.3	5	1%
CCOc1ccc(CNc2ncnc(N)n2)cc1	-0.2	-25%	-11%	7%[57.1 µM]	5	12%	-0.4	1	-29%[57.1 µM]
Cc1cccc(NC(=O)CN(CC2CCCO2)C(=O)c2oc3ccc(F)cc3c2C)c1C (centres undefined)	1.4	-13%	-1%	7%	-2	7%	0.4	16	1%
COC(=O)C1=C[C@@H](C(=O)OC)[C@@H]2C3=C(C(=O)[C@@]2(C)NC(=O)c2ccccc2)[C@H](C)n2c(=O)n(C)c(=O)n2[C@@H]3C1	/	2%	6%	2%	/	-4%	/	/	-3%
COc1ccc(OC)c(C2C(C(=O)Nc3ccc(C)cc3C)=C(C)Nc3c(C(=O)Nc4ccc(F)cc4)cnn32)c1 (centres undefined)	-0.3	?	40%[activator]	26%	13	-1%	-1.6	/	2%
CN1CCN(C(=O)C2CCC(CNS(=O)(=O)c3cccc4cccnc34)CC2)CC1 (centres undefined)	0.6	-12%	-5%	-9%	-6	-12%	0.4	12	-2%
O=C(Nc1ccc(F)cc1)C1CCC(CNc2c(N3CCCCC3)c(=O)c2=O)CC1 (centres undefined)	-1.2	-9%	-2%	13%	4	-1%	-0.2	-13	-5%
Cc1[nH]n(C(N)=S)c(=O)c1N=Nc1ccc([N+](=O)[O-])cc1Cl	-0.9	-25%	-2%	-9%	9	9%	2.3	-12	6%

Shown as a hit in D2 antag, of those listed so far:
Molecule	TRHR ag	USP1 inh	Pin1 inh	rTrxR1 inhibitor	TRHR PAM	D2 antag	TrxR1 substrate
Cc1c(/C=N\NC(=O)C2COc3ccc(C(C)(C)C)cc3O2)c2ccccc2n1C (centres undefined)	0.9	-14%	3%	-3%	-24	58*	-13%

Next section:
SMILES	TRHR ag	USP1 inh	Pin1 inh	rTrxR1 inhibitor	TRHR PAM	mIDH1 inhibitor	D2 ag	D2 antag	TrxR1 substrate
CCOc1ccc(CCNc2nc3ccccc3n3cnnc23)cc1OCC	0.2	-11%	-5%	1%	-1	2%	-1.1	2	1%
CCc1ccccc1NC(=O)Cn1c(=O)ccc2cc(S(=O)(=O)N3CCC(C)CC3)ccc21	0.1	-27%	7%	13%[57.1 µM]	-15	-1%	/	/	-5%[57.1 µM]
O=C(Cn1cnc2c(nnn2Cc2ccc(Cl)cc2)c1=O)N1CCCc2ccccc21	-0.1	-10%	6%	12%	-4	-5%	/	/	2%
Cc1ccc2c(c1)-c1c(c(C(=O)N3CCN(c4cc(Cl)ccc4C)CC3)nn1C)CS2	0.4	1%	?	16%[57.1 µM]	0	-26%	0.8	/	0%[57.1 µM]
COc1ccc(OCC(=O)NNC(=O)C(=O)N2CCCC2)cc1	0.4	-5%	3%	-11%	8	-1%	/	/	-16%
Cc1ccc(CO/N=C\Cc2snc(Sc3ncc(C(F)(F)F)cc3Cl)c2C#N)cc1	-0.1	-18%	?	?	2	11%	0.3	33*	-10%
C=CC[C@@H](CC(=O)NCCO)C(=O)N[C@@H](COC(=O)[C@@H](CC=C)Cc1ccc(F)cc1)Cc1c[nH]c2ccccc12	/	?	?	11%[57.1 µM]	/	15%	/	/	-12%[57.1 µM]
